Source: PubChem (Broad Institute)
U2OS ROS induce: cancer cell ROS induction; U2OS ROS induction, H2DCF-DA fluorescence; ROS induction (% of piperlongumine), % at 10 µM; 2% of 46,000 active; in the data active = ROS induction above about 79%, passing the limit was not always enough;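 also: 0% = DMSO vehicle median and 100% = reference compound median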
* hit, by the source's call. These rows are one share of the data, so the mix of outcomes need not match the whole.

C[C@H]1CN([C@@H](C)CO)C(=O)c2cccc(NC(=O)C3CC3)c2O[C@H]1CN(C)Cc1ccccc1 was read as U2OS ROS induce -12.
For Cc1ccc(C(=O)CSC#N)o1 the results were U2OS ROS induce 11.
C[C@H](CO)N1C[C@H](C)[C@H](CN(C)Cc2ccc(-c3ccccc3)cc2)Oc2ccc(NC(=O)Cc3cn(C)c4ccccc34)cc2C1=O was read as U2OS ROS induce 46.
For C[C@H](CO)N1C[C@H](C)[C@H](CN(C)Cc2ccc(C(=O)Nc3ccccc3N)cc2)Oc2c(NC(=O)C3CCCCC3)cccc2C1=O the results were U2OS ROS induce 18.
For CC(C)NC(=O)Nc1ccc2c(c1)C(=O)N([C@H](C)CO)C[C@H](C)[C@@H](CN(C)Cc1ccc3c(c1)OCO3)O2 the results were U2OS ROS induce 2.
`O=S(=O)(N[C@@H]1CCCN(Cc2cccc(OCCO)c2)C1)c1ccc(Cl)c(Cl)c1` gave U2OS ROS induce 25.
`CCOC(=O)c1cc(C)nc(N2CCC(C(N)=O)CC2)c1C#N` gave U2OS ROS induce 1.
Cc1cc(OCC(=O)Nc2cccc(-c3nc4ccccc4o3)c2C)cc(C)c1Cl was read as U2OS ROS induce -16.
For COc1ccc(NC(=O)Nc2ccc3c(c2)CC(=O)N([C@H](C)CO)C[C@@H](C)[C@@H](CN(C)C(=O)Nc2ccc(F)cc2)O3)cc1 the results were U2OS ROS induce -1.
Screening O=C1N(Cc2cc(=O)n3ccccc3n2)c2ccccc2S(=O)(=O)N1c1ccc(Cl)cc1 returned U2OS ROS induce 30.
For Cc1ccc(S(=O)(=O)N(C)C[C@@H]2Oc3ncc(-c4cccc(C(F)(F)F)c4)cc3C(=O)N([C@H](C)CO)C[C@@H]2C)cc1 the results were U2OS ROS induce -5.
For COC(=O)CCCCCCC(=O)N/N=C/c1cc(Br)ccc1O the results were U2OS ROS induce 3.
Screening Cc1ccc(-n2c(SCC(N)=O)nc3ccccc3c2=O)cc1 returned U2OS ROS induce -5.
For Cc1cc(C)cc(NC(=O)CSC2CC(=O)N(c3ccc(F)cc3)C2=O)c1 (stereo unspecified) the results were U2OS ROS induce -17.
Screening CCOC(=O)Cn1cc(/C=C2\C(=O)NC(=O)N(c3ccc(F)cc3)C2=O)c2ccccc21 returned U2OS ROS induce 44.
`C[C@@H]1CN([C@H](C)CO)C(=O)Cc2cc(NC(=O)Nc3cccc4ccccc34)ccc2O[C@H]1CN(C)C(=O)Nc1ccccc1` gave U2OS ROS induce -15.
COc1ccc(CN(C)C[C@H]2Oc3ccc(NC(=O)Cc4cn(C)c5ccccc45)cc3CC(=O)N([C@H](C)CO)C[C@H]2C)cc1 was read as U2OS ROS induce 45.
Screening C[C@H](CO)N1C[C@H](C)[C@H](CN(C)C(=O)Nc2cccc3ccccc23)Oc2ccc(NC(=O)CCC(F)(F)F)cc2C1=O returned U2OS ROS induce 4.
C[C@@H]1CN([C@H](C)CO)C(=O)Cc2cc(NS(=O)(=O)c3ccc(F)cc3)ccc2O[C@H]1CN(C)S(C)(=O)=O was read as U2OS ROS induce 2.
Screening C[C@@H]1CN([C@H](C)CO)C(=O)c2cccc(NS(=O)(=O)c3cn(C)cn3)c2O[C@H]1CN(C)Cc1ccc(C(=O)Nc2ccccc2N)cc1 returned U2OS ROS induce 8.
Screening O=C(O)CCc1cc2ccoc2cc1O[C@@H]1O[C@H](CO)[C@@H](O)[C@H](O)[C@H]1O returned U2OS ROS induce 5.
For COc1ccc(OC)c(N(C)S(=O)(=O)c2cc(Br)cnc2N)c1 the results were U2OS ROS induce -3.
C[C@H]1CN([C@@H](C)CO)C(=O)CCCn2nncc2CO[C@H]1CN(C)S(=O)(=O)c1cn(C)cn1 was read as U2OS ROS induce -11.
`Cc1noc(C)c1NC(=O)N(C)C[C@@H]1Oc2c(NC(=O)C3CC3)cccc2C(=O)N([C@@H](C)CO)C[C@H]1C` gave U2OS ROS induce -3.
Screening Nc1nc(SCC(=O)Nc2ccccc2)[nH]c(=O)c1-c1ccccc1 returned U2OS ROS induce -5.
`Cc1ccccc1NC(=O)CSc1nnc(-c2ccc([N+](=O)[O-])cc2)n1C` gave U2OS ROS induce 5.
COc1cc(Br)c(/C=N/NC(=O)CCCCCCC(=O)Nc2ccccc2O)cc1OC was read as U2OS ROS induce 46.
O=C(O)/C=C\C(=O)Nc1ccccc1SCC(O)Cn1ccc(C(F)(F)F)n1 (stereo unspecified) was read as U2OS ROS induce 3.
Screening Cc1cc(C)n2nc(SCC(=O)NC(C)CCc3ccccc3)nc2n1 (stereo unspecified) returned U2OS ROS induce -4.
For CNC[C@H]1Oc2ccc(NC(=O)Nc3c(C)noc3C)cc2CC(=O)N([C@@H](C)CO)C[C@H]1C the results were U2OS ROS induce 0.
Screening C[C@@H]1CCCCO[C@H](CN(C)C(=O)c2ccncc2)[C@@H](C)CN([C@H](C)CO)C(=O)c2cc(NS(=O)(=O)c3cccs3)ccc2O1 returned U2OS ROS induce 4.
`Cc1ccc(S(=O)(=O)Nc2cccc3c2O[C@H](CN(C)S(=O)(=O)c2c(C)noc2C)[C@@H](C)CN([C@H](C)CO)C3=O)cc1` gave U2OS ROS induce 10.
Screening COc1ccc(S(=O)(=O)N(C)C[C@@H]2Oc3c(NS(=O)(=O)c4cn(C)cn4)cccc3C(=O)N([C@@H](C)CO)C[C@H]2C)cc1 returned U2OS ROS induce -4.
C[C@@H]1CN([C@H](C)CO)C(=O)c2cc(NC(=O)C3CC3)ccc2O[C@H]1CN(C)Cc1ccc(C(F)(F)F)cc1 was read as U2OS ROS induce 4.
`COc1cc2c(cc1NC(=O)CCCN1C(=O)c3ccccc3C1=O)oc1ccccc12` gave U2OS ROS induce 47.
`Cc1noc(C)c1NC(=O)N(C)C[C@H]1OCCCC[C@@H](C)Oc2ccc(NS(=O)(=O)c3ccc(F)cc3)cc2C(=O)N([C@H](C)CO)C[C@@H]1C` gave U2OS ROS induce 1.
Screening CC(C)NC(=O)N(C)C[C@H]1Oc2ccc(NC(=O)Nc3ccc(C(F)(F)F)cc3)cc2CC(=O)N([C@@H](C)CO)C[C@H]1C returned U2OS ROS induce 17.
Screening COc1ccc(C#Cc2ccc3c(c2)[C@]2(C(=O)N3)[C@H](c3ccc(O)cc3)N3[C@H](c4ccccc4)[C@H](c4ccccc4)OC(=O)[C@H]3[C@@H]2C(=O)N2CCc3cc(OC)c(OC)cc3C2)cc1 returned U2OS ROS induce -3.
`CN(C(=O)CSc1nc(-c2cccs2)cc(C(F)(F)F)n1)c1ccccc1` gave U2OS ROS induce 14.
C[C@H](CO)N1C[C@H](C)[C@H](CN(C)C(=O)Nc2ccccc2)Oc2c(NC(=O)C3CCOCC3)cccc2C1=O was read as U2OS ROS induce -9.
Screening COc1ccc(NC(=O)N(C)C[C@H]2Oc3c(NS(=O)(=O)c4cn(C)cn4)cccc3C(=O)N([C@@H](C)CO)C[C@@H]2C)cc1 returned U2OS ROS induce 0.
`C[C@H]1CN([C@@H](C)CO)C(=O)c2cccc(NC(=O)Nc3ccc(C(F)(F)F)cc3)c2O[C@H]1CN(C)S(=O)(=O)c1ccc(F)cc1` gave U2OS ROS induce 45.
`Cc1cc(C(=O)Nc2cccc3c2O[C@@H](CN(C)C(=O)Nc2cccc4ccccc24)[C@H](C)CN([C@H](C)CO)C3=O)n(C)n1` gave U2OS ROS induce -3.
C[C@H]1CN([C@@H](C)CO)C(=O)c2cccc(NS(=O)(=O)c3ccc(F)cc3)c2O[C@H]1CN(C)S(=O)(=O)c1cccs1 was read as U2OS ROS induce -4.
For Cc1noc(C)c1S(=O)(=O)Nc1ccc2c(c1)CC(=O)N([C@@H](C)CO)C[C@H](C)[C@@H](CN(C)C(=O)Nc1ccc(C(F)(F)F)cc1)O2 the results were U2OS ROS induce -6.
`Cc1ccc(S(=O)(=O)Nc2cccc3c2O[C@H](CN(C)C(=O)Nc2ccc(C(F)(F)F)cc2)[C@@H](C)CN([C@@H](C)CO)C3=O)cc1` gave U2OS ROS induce 1.
`CCC(Sc1nnc2c(n1)[nH]c1ccccc12)C(=O)Nc1cccc2ccccc12` (stereo unspecified) gave U2OS ROS induce 27.
C=C1CCC2C(C)(CO)CCCC2(C)C1CC/C(C)=C/C(=O)O (stereo unspecified) was read as U2OS ROS induce -6.

Some of these compounds in order of number of heavy atoms, smallest number first:
C[C@H]1CN([C@@H](C)CO)C(=O)c2cccc(NS(=O)(=O)c3ccc(F)cc3)c2O[C@H]1CN(C)S(=O)(=O)c1cccs1 was read as U2OS ROS induce -4.
Screening COc1ccc(NC(=O)N(C)C[C@H]2Oc3c(NS(=O)(=O)c4cn(C)cn4)cccc3C(=O)N([C@@H](C)CO)C[C@@H]2C)cc1 returned U2OS ROS induce 0.
Screening COc1ccc(C#Cc2ccc3c(c2)[C@]2(C(=O)N3)[C@H](c3ccc(O)cc3)N3[C@H](c4ccccc4)[C@H](c4ccccc4)OC(=O)[C@H]3[C@@H]2C(=O)N2CCc3cc(OC)c(OC)cc3C2)cc1 returned U2OS ROS induce -3.

The results go on:
CCOC(=O)c1c(NC(=O)C(C)N2C(=O)c3ccccc3C2=O)sc2c1CCC(C)C2 (stereo unspecified) was read as U2OS ROS induce 8.
For C=CC1(C)C=C2CCC3C(C)(C)C(O[C@@H]4O[C@@H](CO)[C@H](O)[C@H]4O)CCC3(C)C2CC1O[C@@H]1O[C@H](CO)[C@@H](O)[C@H](O)[C@H]1O (stereo partly specified) the results were U2OS ROS induce 3.
For Cc1noc(C)c1S(=O)(=O)Nc1ccc2c(c1)C(=O)N([C@@H](C)CO)C[C@@H](C)[C@H](CN(C)CC1CCCCC1)O2 the results were U2OS ROS induce -8.
`C[C@@H]1CN([C@H](C)CO)C(=O)Cc2cc(NC(=O)Cc3ccccc3)ccc2O[C@H]1CN(C)S(C)(=O)=O` gave U2OS ROS induce 15.
`O=C(CC(NC1CC1)C(=O)O)c1ccc(Cl)cc1` (stereo unspecified) gave U2OS ROS induce -7.
`O=C1/C(=C/c2ccccn2)CC/C1=C\c1ccccn1` gave U2OS ROS induce 56.
CSc1sc(C(=O)/C=C/N(C)C)c(-c2ccccc2)c1C#N was read as U2OS ROS induce 0.
`NC[C@@H]1O[C@H](c2ccccc2)Cc2c1ccc(O)c2O` gave U2OS ROS induce -10.
`C[C@H](CO)N1C[C@H](C)[C@@H](CN(C)C(=O)NC2CCCC2)OCc2cn(nn2)CCCC1=O` gave U2OS ROS induce 31.
`Cc1cc(NC(=O)C(C)Sc2nc(-c3ccccc3)cc(C(F)(F)F)n2)no1` (stereo unspecified) gave U2OS ROS induce -9.
Screening O=C(NN=C1CCCCCC1)c1ccccc1O returned U2OS ROS induce -14.
C[C@@H]1CN([C@@H](C)CO)C(=O)c2cc(NC(=O)Nc3ccccc3)ccc2O[C@@H]1CN(C)C(=O)Nc1ccccc1 was read as U2OS ROS induce -5.

Reprinted from the part before: seven entries, followed by the next part.
`O=C1/C(=C/c2ccccn2)CC/C1=C\c1ccccn1` gave U2OS ROS induce 56.
CSc1sc(C(=O)/C=C/N(C)C)c(-c2ccccc2)c1C#N was read as U2OS ROS induce 0.
`NC[C@@H]1O[C@H](c2ccccc2)Cc2c1ccc(O)c2O` gave U2OS ROS induce -10.
`C[C@H](CO)N1C[C@H](C)[C@@H](CN(C)C(=O)NC2CCCC2)OCc2cn(nn2)CCCC1=O` gave U2OS ROS induce 31.
`Cc1cc(NC(=O)C(C)Sc2nc(-c3ccccc3)cc(C(F)(F)F)n2)no1` (stereo unspecified) gave U2OS ROS induce -9.
Screening O=C(NN=C1CCCCCC1)c1ccccc1O returned U2OS ROS induce -14.
C[C@@H]1CN([C@@H](C)CO)C(=O)c2cc(NC(=O)Nc3ccccc3)ccc2O[C@@H]1CN(C)C(=O)Nc1ccccc1 was read as U2OS ROS induce -5.
CC(C)CC1NC(=O)N(c2ccccc2)C1=O (stereo unspecified) was read as U2OS ROS induce 70.
Cc1noc(C)c1S(=O)(=O)Nc1cccc2c1O[C@H](CN(C)C(=O)Nc1ccccc1)[C@H](C)CN([C@@H](C)CO)C2=O was read as U2OS ROS induce -9.
N#C/C(N=Cc1cccs1)=C(\C#N)NCc1ccccc1Sc1ccc(Cl)cc1 was read as U2OS ROS induce 6.
COc1ccc(-c2nc(-c3ccncc3)[nH]c(=O)n2)cc1 was read as U2OS ROS induce -4.
For O=C(C1CCCN(S(=O)(=O)c2cccc3cccnc23)C1)N1CCc2ccccc21 (stereo unspecified) the results were U2OS ROS induce -1.
For C[C@@H]1CN([C@H](C)CO)C(=O)Cc2cc(NC(=O)Nc3ccc4c(c3)OCO4)ccc2O[C@H]1CN(C)S(=O)(=O)c1ccccc1 the results were U2OS ROS induce 13.
Screening O=C(CSc1n[nH]c(-c2ccccc2)n1)Nc1sc2c(c1C(=O)Nc1ccccc1)CCCC2 returned U2OS ROS induce -12.
For Cc1ccc(C(O)c2nccc3ccccc23)cc1 (stereo unspecified) the results were U2OS ROS induce -4.
For O=C(Nc1c(Cl)cc(Cl)cc1C(=O)NCc1cccnc1)c1cccc([N+](=O)[O-])c1 the results were U2OS ROS induce -5.
`Cc1nc(SCC(=O)Nc2ccc(F)cc2)nc2c1CCCC2` gave U2OS ROS induce -5.
O=S(=O)(Cc1ccc2nonc2c1)c1cccs1 was read as U2OS ROS induce -9.
`Cc1noc(C)c1S(=O)(=O)Nc1ccc2c(c1)CC(=O)N([C@@H](C)CO)C[C@@H](C)[C@@H](CN(C)C(=O)Nc1cccc3ccccc13)O2` gave U2OS ROS induce -5.
For C[C@@H]1CN([C@@H](C)CO)C(=O)c2cccc(NC(=O)Nc3ccccc3)c2O[C@H]1CN(C)Cc1ccc(C(=O)Nc2ccccc2N)cc1 the results were U2OS ROS induce 30.
`COc1ccccc1CNC(=O)c1cccc(NC(=O)c2ccccc2)c1` gave U2OS ROS induce 6.
`C[C@@H]1CCCCO[C@H](CN(C)S(=O)(=O)c2cn(C)cn2)[C@@H](C)CN([C@H](C)CO)C(=O)c2cc(NC(=O)Nc3ccc4c(c3)OCO4)ccc2O1` gave U2OS ROS induce -4.
C[C@H]1CN([C@@H](C)CO)C(=O)c2cc(NC(=O)NC3CCCCC3)ccc2O[C@@H]1CN(C)S(=O)(=O)c1ccc(Cl)cc1 was read as U2OS ROS induce 6.
